Vif-APOBEC3F blk: Vif-A3F binding inhibition; HeLa A3F-eYFP + Vif (tagged APOBEC3F with the HIV-1 protein that degrades it), YFP fluorescence increase; Potency, µM (doses to about 46.1 µM), inactives show at the highest dose activity, negative = active; AID 602313; 390,000 tested, 0.2% active; also: potency is read from the fitted curve at half-maximal effect; % of control where 0% means no effect; nearly all actives have a fitted effect of over 65% in size
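Fluorescence increase (Ex 488/Em 500-530) after overnight compound treatment at 37 deg C flags inhibition of Vif-driven A3F-eYFP loss in stable HeLa A3F-eYFP/Vif cells seeded overnight beforehand.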
RXFP1 ag: activates the human relaxin receptor RXFP1; AID 2676; HEK293T-RXFP1 cAMP TR-FRET, 30 min; response scale: percent of porcine relaxin response, buffer zero; 370,000 tested, 0.3% active; Potency, µM (top dose mostly 57.5 µM), for inactives: top-dose activation, most hits filed as activators; also: potency is read from the fitted curve at half-maximal effect; % is scaled to controls: 0 for no effect and ±100 for the full control effect; nearly all actives have a fitted effect of over 60% in size; many of its hits are not listed in these tables
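HEK293 cells stably expressing RXFP1, treated 30 min at 37C with compounds plus PDE4 inhibitor Ro 20174; cAMP measured by HTRF TR-FRET. Normalized to buffer and 29 nM porcine relaxin; EC50 by Hill fit.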
Vif-APOBEC3G blk: inhibitors of Vif-APOBEC3G interaction; AID 602310; Potency, µM (titrated, usually from 46.1 µM), without a hit: at the highest dose activity, negative = active, hits mostly inhibitors; 410,000 tested, 0.076% active; HeLa A3G-eYFP + Vif (tagged APOBEC3G with the HIV-1 protein that degrades it), YFP fluorescence, overnight;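 also: potency is read from the fitted curve at half-maximal effect; % is scaled to controls: 0 for no effect and ±100 for the full control effect; nearly all actives have a fitted effect of over 60% in size; hits raise eYFP signal because A3G escapes Vif-driven loss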
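Read-out is eYFP fluorescence (Ex 488/Em 500-530) from Vif-expressing HeLa A3G-eYFP cells; more signal means A3G escaped Vif-mediated degradation. Cells plated overnight, compound pinned in, incubated overnight at 37 deg C.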
Glioma ERSR ind: induces the endoplasmic reticulum stress response in human glioma cells; 420,000 tested, 0.02% active; Potency, µM, without a hit: at the highest dose activation, actives largely listed as activators; AID 602332; U87-MG GRP78 promoter luciferase reporter, 16 h; also: potency is read from the fitted curve at half-maximal effect; series mostly up to about 76 µM; % of control where 0% means no effect; nearly all actives have a fitted effect of over 35% in size
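Stably transfected U87-MG glioma cells carrying a GRP78-based luciferase sensor; 16 h compound incubation. Luminescence end-point read 10 min after Bright-Glo addition at room temperature.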
D1 potentiator: human D1 dopamine receptor positive modulation. 360,000 tested, 0.036% active. AID 504651. HEK293 TREx D1 cells, calcium flux, dopamine EC20 potentiation. potentiation, % at 10 µM; in the data active = potentiation above about 30%; also: 0% is about no effect
Target sequence (P21728 whole entry, looked up): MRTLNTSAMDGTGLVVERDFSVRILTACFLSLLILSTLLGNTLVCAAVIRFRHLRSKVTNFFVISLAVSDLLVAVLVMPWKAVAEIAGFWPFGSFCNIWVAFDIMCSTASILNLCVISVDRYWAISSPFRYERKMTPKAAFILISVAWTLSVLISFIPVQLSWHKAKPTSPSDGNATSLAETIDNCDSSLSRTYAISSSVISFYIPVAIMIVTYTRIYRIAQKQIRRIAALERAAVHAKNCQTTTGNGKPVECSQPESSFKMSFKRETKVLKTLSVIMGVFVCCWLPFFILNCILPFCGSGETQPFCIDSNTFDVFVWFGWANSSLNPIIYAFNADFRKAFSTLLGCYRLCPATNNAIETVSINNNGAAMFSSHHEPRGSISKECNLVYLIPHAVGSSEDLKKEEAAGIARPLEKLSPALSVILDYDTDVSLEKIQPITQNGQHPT
RXFP1 antag: antagonists of human relaxin receptor RXFP1; Q9HBX9; HEK293-RXFP1, relaxin-stimulated cAMP HTRF, 30 min; stronger effect = lower value; activity change, negative = inhibition, % at 57.5 µM; 350,000 tested, 0.59% active; AID 1259400;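 active = activity change of -60% or lower, but not beyond a set lower limit; inconclusive = change between -60% and -40%, or beyond the set limit; inactive = change above -40%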; also: % is scaled to controls: 0 for no effect and ±100 for the full control effect
D1 antag: antagonists of human D1 dopamine receptor; P21728; HEK293 TREx D1 cells, calcium flux, dopamine EC80; stronger effect = lower value; activity change, negative = inhibition, % at 10 µM; 360,000 tested, 3.2% active; AID 504652; in the data active = activity change below about -30%; also: % is scaled to controls: 0 for no effect and ±100 for the full control effect
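After overnight tetracycline induction at 30 C, force-coupled D1 HEK293 cells took up a no-wash calcium dye at room temperature. Compounds were added and monitored 180 s, and the response to EC80 dopamine was then recorded.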
D1 ag: activates the human D1 dopamine receptor. activation, % at 2 µM. 360,000 tested, 1% active. P21728. HEK293 T-REx D1 cells, calcium flux, agonist mode. AID 504660; in the data active = activation above about 30%; also: 0% is about no effect
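Tetracycline-induced HEK293 TREx D1 cells, force-coupled to calcium signalling, were dye-loaded with a no-wash calcium kit. Compound was pin-added after a 10 s baseline. Fluorescence was read kinetically at 1 cycle/s for 180 s, with calcium rises flagged as agonism.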
D2 potentiator: D2 dopamine receptor (human) potentiation; potentiation, % at 10 µM; HEK293 T-REx D2, calcium flux, EC20 dopamine potentiation; AID 485347; 340,000 tested, 0.34% active; P14416;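 active = potentiation over 3 SD above the plate norm, cut at about 30% in these data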; also: 0% is about no effect
Target sequence (P14416 whole entry, looked up): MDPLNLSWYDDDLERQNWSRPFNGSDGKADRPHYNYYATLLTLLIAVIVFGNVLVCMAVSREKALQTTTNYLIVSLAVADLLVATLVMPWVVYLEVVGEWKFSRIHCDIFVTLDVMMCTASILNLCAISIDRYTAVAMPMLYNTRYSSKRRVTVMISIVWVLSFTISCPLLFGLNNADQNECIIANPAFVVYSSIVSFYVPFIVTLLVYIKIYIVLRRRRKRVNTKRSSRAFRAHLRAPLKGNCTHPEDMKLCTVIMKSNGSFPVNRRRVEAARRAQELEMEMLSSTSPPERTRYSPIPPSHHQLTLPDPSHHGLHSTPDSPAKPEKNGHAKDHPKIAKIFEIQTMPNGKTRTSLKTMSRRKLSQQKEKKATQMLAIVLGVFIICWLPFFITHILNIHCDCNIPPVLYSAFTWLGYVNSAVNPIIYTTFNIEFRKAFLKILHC
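Tetracycline-induced HEK293 T-REx cells force-coupled to calcium signalling expressed D2; compounds were pin-added after a 10 s baseline, read kinetically 180 s, then an EC20 dopamine challenge followed with a further 180 s calcium read.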
* marks the source's active call; other numbers are inactive results; u = inconclusive; x = no result given. Unless noted, calls follow the shape of the dose curve; as a rule, active = well fitted curve in the direction sought with a large enough effect; inconclusive = small, poorly fitted or top-dose-only effect, or another doubt; inactive = no such curve, though single readings can be large; an effect the other way counts as inactive or inconclusive.

Molecule	D1 potentiator	D1 ag	Vif-APOBEC3G blk	RXFP1 ag	Glioma ERSR ind	D2 potentiator	RXFP1 antag	D1 antag	Vif-APOBEC3F blk
Cc1ccccc1NC(=O)c1cc(-c2ccco2)nc2ccccc12	x	x	-9.2%	x	0.8%	x	16.7	x	0.9%
CCOC(=O)c1noc2nc(C)n(CC(=O)NC(C)CC)c(=O)c12 (centres undefined)	0.9	1.3	6.9%	0.8%	1.1%	8.1	-16.9	-4.0	-2.4%
Cc1ccc(NC(=O)CC(C)N2CCCC2)cc1 (centres undefined)	-5.6	4.1	4.2%	1.5%	-2.6%	-1.5	-5.2	-0.4	-6.1%
Cc1ccc(NC(=O)COC(=O)CNC(=O)c2ccc3ccccc3c2)c([N+](=O)[O-])c1	4.2	-0.6	-7.9%	1.6%	-1.6%	-5.9	-1.7	-4.5	0.0%
Nc1c(C(=O)c2ccc(F)cc2)sc(Nc2ccccc2F)c1S(=O)(=O)c1ccc(Br)cc1	-2.7	82.8*	4.0%	-0.4%	u	13.0	-21.0	-25.9	7.1%
COc1ccccc1Nc1nnc(SCC(=O)N2CCCC2)s1	3.2	0.5	-0.8%	0.8%	7.2%	-1.6	1.2	-2.8	7.3%
N#Cc1cn(CCOC(=O)c2cccc(C(F)(F)F)c2)c(=O)[nH]c1=O	-0.2	0.3	0.9%	-0.7%	4.1%	7.9	-8.0	-2.4	12.3%
O=C1c2ccccc2C(=O)N1CCCn1c2ccc(Cl)cc2c2nc3ccccc3nc21	x	x	-1.9%	x	-5.1%	x	5.4	x	0.1%
Clc1ccccc1/C=C/c1nc(-c2cccnc2)no1	-1.3	0.3	-0.8%	0.0%	7.8%	1.8	4.2	-4.2	-3.9%
COc1ccc(N2CC(C(=O)Nc3cccc(OC(C)C)c3)CC2=O)cc1 (centres undefined)	10.5	2.5	1.4%	-1.3%	-4.4%	-15.0	-0.6	2.2	9.2%
COc1ccc(OC)c(NC(=O)N2CC(C)Oc3ccc(C)cc32)c1 (centres undefined)	-0.8	-1.1	0.5%	-0.5%	-3.6%	0.8	u	-0.3	1.2%
C/C(CC(=O)Nc1cc(C)ccn1)=N\NC(=O)c1ccncc1	-9.2	3.5	-0.5%	-0.7%	7.3%	0.2	-18.8	4.2	13.2%
CC(C)C1CC(CCNCc2ccc3c(c2)OCO3)(c2ccccc2)CCO1 (centres undefined)	-0.2	16.8	-2.0%	0.0%	-6.3%	-5.2	-34.8	-4.3	9.2%
NC(=O)c1oc2ccccc2c1NC(=O)c1ccco1	-3.3	0.5	2.9%	-0.6%	-2.8%	-0.9	x	5.1	-8.0%
Cc1ccc(NC(=O)CSc2nnc(N)s2)c([N+](=O)[O-])c1	-2.1	-1.0	0.3%	-2.0%	1.9%	10.6	1.8	-10.7	-9.2%
CCCCOC(=O)Nc1cc(OC)c(Cl)cc1OC	-5.4	3.3	-2.3%	0.4%	0.1%	-6.3	-18.2	-19.9	-1.2%
COC(=O)C1=C(C)Nc2nnnn2C1c1cccs1 (centres undefined)	-4.0	6.2	-4.0%	0.7%	0.2%	10.1	2.2	3.7	0.8%
COc1ccc(/C=C2\SC(N)=NC2=O)cc1	-1.2	6.5	2.9%	11.5%	-3.1%	-3.0	-14.6	5.8	2.6%
Cc1c(N(C(=O)c2cnccn2)C2(C(=O)NC3CCCC3)CCCCC2)c(=O)n(-c2ccccc2)n1C	-5.3	3.8	-3.7%	-1.0%	-7.4%	0.8	-1.9	-4.9	0.8%
O=C(Nc1ccccn1)c1ccc(Cl)s1	-4.3	-0.4	-4.9%	0.5%	5.2%	6.4	6.1	-9.5	3.2%
O=C(O)COc1ccccc1/C=N/NC(=O)CSc1nc2ccccc2s1	-2.6	1.1	2.8%	-3.8%	-4.7%	0.1	-6.4	1.7	0.3%
O=C(NCC(c1ccco1)N1CCOCC1)c1c(F)cccc1F (centres undefined)	-0.3	1.9	1.6%	-0.1%	-2.3%	2.0	18.1	-4.8	-1.4%
O=C(CSc1ncc2c(n1)-c1cc(Cl)ccc1N(Cc1ccccc1)S2(=O)=O)Nc1ccc(F)cc1F	3.6	4.0	6.5%	7.1%	-2.5%	-2.5	x	33.5	-1.5%
CC(=O)N1CC(C)Oc2ccc(S(=O)(=O)NC(CC(=O)O)c3ccc(C)cc3C)cc21 (centres undefined)	3.2	3.3	5.1%	1.6%	-1.7%	11.0	-2.4	21.0	-0.6%
COc1ccc(-c2cc(C)no2)cc1S(=O)(=O)NCCCN1CCCCCC1	-6.0	2.0	-5.1%	-0.1%	-2.1%	-2.4	9.4	-4.6	u

Record cards (already shown). Values in the order: D1 potentiator	D1 ag	Vif-APOBEC3G blk	RXFP1 ag	Glioma ERSR ind	D2 potentiator	RXFP1 antag	D1 antag	Vif-APOBEC3F blk
CCOC(=O)c1noc2nc(C)n(CC(=O)NC(C)CC)c(=O)c12 (centres undefined) as listed: 0.9	1.3	6.9%	0.8%	1.1%	8.1	-16.9	-4.0	-2.4%
Cc1ccc(NC(=O)CSc2nnc(N)s2)c([N+](=O)[O-])c1 as listed: -2.1	-1.0	0.3%	-2.0%	1.9%	10.6	1.8	-10.7	-9.2%
COc1ccc(OC)c(NC(=O)N2CC(C)Oc3ccc(C)cc32)c1 (centres undefined) as listed: -0.8	-1.1	0.5%	-0.5%	-3.6%	0.8	u	-0.3	1.2%

Going on with the list.
Molecule	D1 potentiator	D1 ag	Vif-APOBEC3G blk	RXFP1 ag	Glioma ERSR ind	D2 potentiator	RXFP1 antag	D1 antag	Vif-APOBEC3F blk
Cc1ccc(NC(=O)CSc2nc(-c3ccc(F)cc3)nc3c2Cc2c(CO)cnc(C)c2O3)cc1C	-3.0	-0.2	3.9%	2.0%	-3.8%	1.1	-3.5	-12.7	0.4%
CC(=O)Nc1ccc(-c2csc(N/N=C(/C)c3ccccc3)n2)cc1	-2.1	-0.1	-2.5%	-0.2%	1.3%	1.8	-17.4	-0.4	-2.0%
CN1CCN(C(=O)CN(C)S(=O)(=O)c2cc(Cl)ccc2Cl)CC1	5.2	3.3	-2.9%	-2.9%	-0.7%	3.3	5.6	-0.2	-3.5%
O=C(Nc1cc(F)ccc1F)c1cnn2c(C(F)F)cc(-c3ccccc3)nc12	-6.0	1.1	1.4%	3.5%	-3.2%	-15.3	x	3.8	-6.5%
O=C(O)COn1c(-c2ccccc2)nc2ccc(Cl)cc21	-4.2	0.8	-6.5%	1.2%	1.8%	x	4.8	-8.2	-3.7%
Cc1cccc(C(=O)Nc2cccc(C(=O)OCc3cc(=O)n4nc(C5CC5)sc4n3)c2)c1	-0.6	2.1	-2.9%	u	2.1%	-2.2	0.0	-20.7	1.8%
Cc1ccc(C)c(OC(=O)c2cncc(Br)c2)c1	-7.7	4.2	-1.7%	1.4%	-4.5%	1.0	x	3.1	-12.0%
Cc1coc2cc3oc(=O)c(CC(=O)NCCc4ccccc4F)c(C)c3cc12	-2.0	1.9	2.0%	22.1%	-1.8%	-4.0	-7.3	-8.3	-29.5%
Cc1ccc(NC(=S)N/N=C2\CC3CC=CC23)c(C)c1 (centres undefined)	-4.8	2.4	-6.5%	-0.5%	-3.8%	x	0.4	-9.7	-4.5%
COc1ccc(-c2nc(SCC(=O)Nc3ccc4c(c3)OCCO4)c(-c3ccc(C)cc3)[nH]2)cc1OC	-5.0	5.3	-9.7%	-0.8%	-3.8%	-12.1	3.4	-6.0	4.1%
Cc1cccc(NC(=O)C2CCCN(C(=O)NCc3ccccc3)C2)c1C (centres undefined)	2.1	0.6	0.5%	1.8%	-3.4%	-1.1	-21.8	6.2	-1.6%
O=C(NCCCN1CCOCC1)c1cc(-c2ccc(F)cc2)on1	-3.9	8.5	6.5%	0.2%	10.8%	2.6	1.5	-13.5	0.0%
S=C(NCC1CCCO1)N1CCN(c2ccccc2)CC1 (centres undefined)	1.0	0.8	1.3%	0.1%	1.4%	7.2	-3.2	-3.2	16.6%
O=C(NCCc1ccccc1Cl)c1ccc(Cn2c(=O)c3cccn3c3cccnc32)cc1	0.8	3.2	u	22.4µM*	-3.4%	-5.6	8.9	-12.6	u
Clc1cccc(-n2ncc3c(NCCCn4ccnc4)ncnc32)c1	-3.2	4.1	-7.5%	4.3%	x	-0.7	-9.2	-40.5*	0.9%
COc1ccccc1CC(=O)Nc1cccc(C)n1	-3.1	0.0	-0.1%	1.8%	-1.7%	11.6	2.7	4.3	-6.6%
C=CCn1c(SCCOc2ccc(OC)cc2)nnc1C(C)NC(=O)c1ccc(OC)cc1 (centres undefined)	1.4	-0.5	-1.2%	-0.5%	-3.1%	6.1	-7.6	-6.0	-6.0%
Cc1cc(C)cc(CC2CC(=O)N(c3ccc([N+](=O)[O-])cc3)C2=O)c1 (centres undefined)	-2.5	12.5	3.1%	0.5%	-0.6%	14.3	11.1	-7.5	-0.7%
CC1CN(c2nc3ccccc3nc2SCC(=O)Nc2ccc(F)cc2)CC(C)O1 (centres undefined)	-9.9	9.2	1.7%	3.1%	-0.5%	9.2	-0.7	-10.8	2.0%
COCCNC(=O)CSc1nc2nc(C)cc(C)n2n1	1.4	1.6	0.0%	0.0%	0.4%	8.9	10.4	-7.5	8.7%
CC1(CCc2ccccc2)NC(=O)N(CC(=O)N2CCc3ccccc32)C1=O (centres undefined)	x	x	-8.2%	x	-2.9%	x	2.5	x	0.3%
CC1CCCC(NC(=O)COC(=O)c2cccc(NS(=O)(=O)/C=C/c3ccccc3)c2)C1C (centres undefined)	-3.5	-0.6	-1.6%	0.5%	-3.6%	17.3	-2.0	13.6	6.9%
Cc1nc(-c2ccccc2)sc1C(=O)CSc1ccc(Cl)cc1	-1.8	9.6	-1.9%	0.4%	-4.3%	2.9	-17.0	-3.8	1.3%
CCOc1ccc(N/C(C)=C\C(=O)c2ccc3c(c2)OCCO3)cc1	-5.7	5.6	1.0%	-4.3%	-0.1%	16.6	-3.1	-2.3	5.7%
CCC/C(O)=N\S(=O)(=O)c1ccc(N=NN(C)C)cc1	-1.9	1.8	0.1%	1.4%	-4.8%	-8.0	-9.0	-0.4	-3.6%

Not all compounds are listed; the hit share may differ from the screen's.
